HepG2 viability – qHTS for Inhibitors of TGF-b: Cytotox Counterscreen; HepG2 CAGA-GFP viability, ATP luminescence, 18 h; Potency, µM (titrated, usually from 46.1 µM), for the others: at the top dose activity change, negative = cytotoxicity, actives largely listed as cytotoxic; 410,000 tested, 0.76% active; further: potency means the concentration at half of the fitted maximal effect; some results filed as inactive show a strong effect at the top dose
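HepG2 CAGA-GFP cells (1000/well, DMEM with 1% FBS) received compound, then TGF-beta at 500 pg/mL final, and were incubated 18 hours at 37 degrees C. Viability was read by CellTiter-Glo luminescence. Media-only wells were set as complete cell-killing and DMSO as no toxicity.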
KB-3-1 cytotox – qHTS assay for MDR1-selective chemotherapeutics: Primary screen using the parental adenocarcinoma cell KB-3-1 | Potency, µM (top dose mostly 46.1 µM), without a hit: at the highest dose activity change, negative = cytotoxic, actives largely listed as cytotoxic | 400,000 tested, 1.4% active | AID 1347075, 2019 | KB-3-1 viability, CellTiter-Glo ATP luminescence, 72 h; further: potency means the concentration at half of the fitted maximal effect; on the % scale 0 is the no-effect control and ±100 the full control effect; nearly all actives have a fitted effect of over 60% in size
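Viability of parental KB-3-1 cells, measured by CellTiter-Glo luminescence, followed a 72 h incubation at 37 °C with pinned compounds in phenol-red-free DMEM containing 10% FBS.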
ATXN2 expr inh – Primary qHTS for Inhibitors of ATXN expression | HEK-293 ATXN2-luciferase reporter, luminescence, 24 h | 360,000 tested, 0.72% active | Potency, µM (top dose mostly 57 µM), without a hit: at the highest dose activity change, negative = inhibition, most hits filed as inhibitors; further: potency means the concentration at half of the fitted maximal effect; on the % scale 0 is the no-effect control and ±100 the full control effect; nearly all actives have a fitted effect of over 55% in size
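ATXN2-luciferase reporter cells (luciferase flanked by upstream and downstream ATXN2 gene portions) were treated 24 h at 37 °C with compounds at up to 57 uM. SteadyGlo luminescence gave expression; GF-AFC fluorescence gave viability.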
IL-1B inflam inh – qHTS for Inhibitors of Inflammasome Signaling: IL-1-beta AlphaLISA Primary Screen. activity change, % at 57.5 µM. THP-1 LPS/ATP IL-1B secretion, AlphaLISA, 16 h; hits give low values. 360,000 tested, 4.7% active. AID 743279, 2014; in the data active means activity change below about -50%; inconclusive means mostly about -30% to -49%; further: on the % scale 0 is the no-effect control and ±100 the full control effect
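Secreted IL-1B measured by AlphaLISA bead assay after 16 h compound exposure of THP-1 cells; compounds (final up to 57.5 uM) added 1 h before LPS (250 ng/mL) and ATP (1.25 mM) stimulation; lower signal means less secretion.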
ATXN viability – Viability Counterscreen for Primary qHTS for Inhibitors of ATXN expression; S2 cells (HEK-293 line with an ATXN2-luciferase reporter) viability, CellTiter-Fluor protease fluorescence, 24 h; Potency, µM (titrated, usually from 56.7 µM), actives largely listed as cytotoxic; 400,000 tested, 0.49% active; further: potency means the concentration at half of the fitted maximal effect; nearly all actives have a fitted effect of over 40% in size
HT1080NT lethal – qHTS for induction of synthetic lethality in tumor cells producing 2HG: qHTS for the HT-1080-NT fibrosarcoma cell line; HT-1080-NT fibrosarcoma viability, CellTiter-Glo ATP luminescence, 48 h; Potency, µM (titrated, usually from 46.1 µM), without a hit: at the top dose activity, negative = less viability, most hits filed as cytotoxic; 360,000 tested, 1.6% active; AID 686970, 2013;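 further: NT is the 2HG producing partner of a matched IDH1 knockdown line; potency means the concentration at half of the fitted maximal effect; 0% = DMSO-treated cells and -100% = media-only wells without cells; nearly all actives have a fitted effect of over 55% in size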
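A 48-hour cytotoxicity screen used HT-1080-NT cells plated 2 hours before compound delivery. ATP-based CellTiter-Glo luminescence measured viability, normalized to DMSO and no-cell controls.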
SW480 rerep – A quantitative high throughput screen for small molecules that induce DNA re-replication in SW480 colon adenocarcinoma cells; SW480 DNA re-replication, Hoechst DNA content imaging, 48 h; Potency, µM (doses to about 46.1 µM), without a hit: at the highest dose re-replication activation, actives largely listed as activators; AID 624297, 2012; 340,000 tested, 1.8% active; further: potency means the concentration at half of the fitted maximal effect; % of control where 0% means no effect; nearly all actives have a fitted effect of over 55% in size
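Image-based read-out: total Hoechst fluorescence of nuclei (405 nm excitation, 500-530 nm emission), with hits raising the fraction of high-intensity nuclei. SW480 colon cells incubated 48 hr with compounds at 37 C.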
HT1080 IDH1KD tx – qHTS for induction of synthetic lethality in tumor cells producing 2HG: qHTS for the HT-1080-IDH1KD cell line; HT-1080 IDH1 knockdown viability, ATP luminescence, 48 h; 360,000 tested, 2% active; Potency, µM (top dose mostly 46.1 µM), for the others: at the highest dose activity, negative = toxicity, hits mostly cytotoxic; AID 686971, 2013;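 further: potency means the concentration at half of the fitted maximal effect; 0% = DMSO wells and -100% = cell-free medium wells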
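% activity derives from luminescence (CellTiter-Glo), normalised to DMSO and no-cell wells. HT-1080-IDH1KD cells, 750/well, had 48 h compound exposure at 37 °C.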
MCF10A rereplic – A quantitative high throughput screen for small molecules that induce DNA re-replication in MCF 10a normal breast cells; Potency, µM (top dose mostly 46.1 µM), for inactives: at the highest dose activity, positive = re-replication, actives largely listed as activators; 350,000 tested, 2.9% active; MCF 10A DNA re-replication, Hoechst nuclear intensity, 48 h; further: potency means the concentration at half of the fitted maximal effect; % of control where 0% means no effect; nearly all actives have a fitted effect of over 50% in size
* = called active by the depositor; i = inactive; ? = inconclusive; nt = not tested or not shown; & = joins results of further samples; [ ] = another dose, or the depositor's remark. Unless noted, the call rests on the fitted dose curve; in most records, active means well fitted curve in the direction sought with a large enough effect; inconclusive means small, poorly fitted or top-dose-only effect, or another doubt; inactive means no such curve, though single readings can be large; an effect the other way counts as inactive or inconclusive.

SMILES	HepG2 viability	KB-3-1 cytotox	ATXN2 expr inh	IL-1B inflam inh	ATXN viability	HT1080NT lethal	SW480 rerep	HT1080 IDH1KD tx	MCF10A rereplic
Cc1ccc(C(=O)NCc2ccccn2)cc1S(=O)(=O)N1CCCCC1	-51%	8%	5%	-2	i	-3%	12%	-1%	-7%
CCc1ccc(NC(=O)C2CCCN(S(=O)(=O)c3c(C)[nH]c(=O)[nH]c3=O)C2)cc1 (stereo not given)	5%&-3%	16%&-1%	5%&-7%	29	i	?	-15%	12%	-5%
CC(C)Sc1ncc(Cl)c(C(=O)N(Cc2ccc(F)cc2)C2CCS(=O)(=O)C2)n1 (stereo not given)	-16%	-6%	3%	nt	i	nt	nt	nt	nt
O=C(COC(=O)c1ccc(Cl)c(S(=O)(=O)N2CCCCC2)c1)NC1CCCCC1	0%	0%	nt	25	?	1%	nt	4%	nt
Cc1nc2cc(NS(=O)(=O)c3ccc(Br)cc3)ccc2n1C	-9%	-17%	-10%	8	i	-9%	9%	-9%	0%
COc1ccc(C)cc1NC(=O)COC(=O)C1COc2ccccc2O1 (stereo not given)	1%	6%	nt	21	i	2%	-4%	0%	10%
CCc1ccccc1NC(=O)CNC(=O)c1ccccc1OCc1c(C)noc1C	-9%	?	-5%	-8	i	-1%	-7%	-10%	0%
CCN(CC)CCN(C)C1CCC(c2ccccc2)CC1 (stereo not given)	-51%	-1%	-6%	12	i	-11%	-38%[inhibitor]	-12%	?
CCC(C)NC(=O)c1cc2c(=O)n(CC)c3ccccc3c2s1 (stereo not given)	-28%	-2%	8%	?	i	-2%	-9%	-4%	11%
CC(C)(C)c1ccc(/C=C/C(=O)c2ccc(NC3=NCCCS3)cc2)cc1	-91%	?	?	-100*	i	?	?	?	18µM*
CCC1CCCCN1S(=O)(=O)c1ccc(NC(=O)c2nc(SC)ncc2Cl)cc1 (stereo not given)	-26%	-1%	-12%	nt	?	nt	nt	nt	nt
COc1cccc(C(=O)NCCC2=CCCCC2)c1OC	-5%	0%	58%[activator]	-7	i	19%	4%[9.22 µM]	13%	14%
CCSc1nnc(N2C(=O)C(O)=C(C(=O)c3ccco3)C2c2cccc(OC)c2)s1 (stereo not given)	10%	20%	3%	-1	i	11%	-3%	-2%	-21%
CCNC(=O)C1(C)CCCN(Cc2ccc(Oc3ccccc3)cc2)C1 (stereo not given)	-38%	0%	-9%	-2	i	18%	nt	13%	nt
Cc1ccccc1COc1cccc(/C=N/NC(=O)c2nnn(-c3nonc3N)c2C)c1	8%	-27%	-8%	-18	i	9%	21%	9%	11%
Cc1cc(C(=O)CN2C(=O)c3cccc(N)c3C2=O)c(C)n1Cc1cccs1	-48%	0%	148%[activator]	-19	nt	-11%	?	-15%	2.6µM*
CC(=O)c1cccc(S(=O)(=O)Nc2ccc(N3CCOCC3)cc2)c1	-1%	0%	2%	-5	i	-14%	-11%	-10%	-13%
O=C(NCc1cccc(Br)c1)C1CC(c2ccc(C(F)(F)F)cc2)=NO1 (stereo not given)	-30%	-13%	2%	13	i	-8%	-4%	-8%	-15%
O=C(CSc1nc2ccccc2s1)NCCCN1CCOCC1	11%	1%	-3%	21	i	0%	8%	54%	-4%
CC(=O)N1CCCc2cc(S(=O)(=O)N3CCN(c4cccc(C(F)(F)F)c4)CC3)ccc21	-19%	-22%	0%	nt	i	nt	nt	nt	nt
O=S(=O)(c1cc(O)ccc1O)c1cccc2c(S(=O)(=O)c3cc(O)ccc3O)cccc12	1%	0%	12%	27	i	-3%	-2%	2%	16%
COc1cc2c(cc1NC(=O)C(C)N1CCN(S(=O)(=O)c3ccccc3[N+](=O)[O-])CC1)oc1ccccc12 (stereo not given)	-20%	1%	17%	0	i	-15%	21%	2%	15%
CCCN(Cc1cc2ccc(C)cc2[nH]c1=O)S(=O)(=O)c1ccccc1	-4%	?	11%	-7	i	-6%	5%	-13%	0%
CC1(c2ccc(OC(F)F)cc2)NC(=O)N(CC(=O)Nc2ccc3c(c2)OCO3)C1=O (stereo not given)	-24%	-25%	-1%	37	i	?	-7%	?	1%
O=C(CSc1nnc(Cc2ccccc2)o1)c1ccccc1	-1%	5%	21%	-12	i	-1%	-16%	-3%	-4%

Ordered by molecular weight (descending): some entries from above.
SMILES	HepG2 viability	KB-3-1 cytotox	ATXN2 expr inh	IL-1B inflam inh	ATXN viability	HT1080NT lethal	SW480 rerep	HT1080 IDH1KD tx	MCF10A rereplic
COc1cc2c(cc1NC(=O)C(C)N1CCN(S(=O)(=O)c3ccccc3[N+](=O)[O-])CC1)oc1ccccc12 (stereo not given)	-20%	1%	17%	0	i	-15%	21%	2%	15%
CCCN(Cc1cc2ccc(C)cc2[nH]c1=O)S(=O)(=O)c1ccccc1	-4%	?	11%	-7	i	-6%	5%	-13%	0%
CC(=O)c1cccc(S(=O)(=O)Nc2ccc(N3CCOCC3)cc2)c1	-1%	0%	2%	-5	i	-14%	-11%	-10%	-13%
COc1cccc(C(=O)NCCC2=CCCCC2)c1OC	-5%	0%	58%[activator]	-7	i	19%	4%[9.22 µM]	13%	14%

The results go on:
SMILES	HepG2 viability	KB-3-1 cytotox	ATXN2 expr inh	IL-1B inflam inh	ATXN viability	HT1080NT lethal	SW480 rerep	HT1080 IDH1KD tx	MCF10A rereplic
Cc1cc2oc(C(=O)Nc3ccc(S(=O)(=O)Nc4ncccn4)cc3)cc(=O)c2cc1Cl	2%	11%	-21%	4	i	-4%	22%	-5%	0%
Cc1cccc(Cn2cc(C(=O)Nc3cc(F)ccc3F)ccc2=O)c1	-12%	-4%	-2%	nt	i	nt	nt	nt	nt
OCCN1CCN(C(=S)c2ccc(Cl)cc2)CC1	-62%	-2%	1%	-7	i	1%	1%	-1%	3%
Cn1cc(/C=C/c2cc[n+](C)cc2)c2cc(F)ccc21	-23%	-14%	?	-4	nt	?	?	?	?
O=C(CC1C[C@H](C(=O)N2CCOCC2)[C@@]2(CCC3CCCC3)c3[nH]c4ccccc4c3CCN2C1=O)NCC12CC3CC(CC(C3)C1)C2 (stereo not given in full)	-3%	0%	5%	?	i	6%	16%	8%	13%
Cc1cc(C(=O)Nc2ccc(OCc3ccccc3)cc2)c(C)o1	-8%	?	17%	-60*	i	?	-4%	?	2%
CCN(C(=O)COC(=O)c1cc(-c2ccccc2)nc2c1c(C)nn2-c1ccccc1)C1CCS(=O)(=O)C1 (stereo not given)	25%	-1%	-5%	25	i	-7%	5%	-7%	?
CC(Oc1ncnc2ccccc12)C(=O)Nc1cccc(S(=O)(=O)N2CCOCC2)c1 (stereo not given)	0%	23%	-4%	4	i	5%	?	10%	7%
Cc1ccc2c(Cl)cc(Cl)c(OCC(=O)O)c2n1	11%	-6%	-16%	3	nt	13%	-7%	-3%	-4%
CC(=O)N1CCN(c2nc(CC(C)C)c3c(c2C#N)CCC3)CC1	-16%	1%	-12%	-9	i	-5%	-10%	-3%	14%
CC(C)NC(=O)C1(C)CCN1C(=O)c1c(F)cccc1F (stereo not given)	2%	0%	8%	12	i	3%	nt	8%	nt
Cc1ccc(S(=O)(=O)Oc2ccccc2/C=C2\SC(=O)NC2=O)cc1	-10%	0%	-7%	8	i	21µM*	-1%	-26%	2%
CCC1CSC(Nc2ccc(C(=O)/C=C/c3cccc(C)c3)cc2)=N1 (stereo not given)	-101%	?	-20%	-87*	i	?	?	?	16µM*
CCCN(CC(=O)Nc1ccccc1C)C(=O)CCN1C(=O)c2cccc([N+](=O)[O-])c2C1=O	-5%	-7%	-3%	-51*	i	1%	-4%	-2%	1%
CCOCCCNC(=O)c1c(NC(=O)Cc2coc3c(C)c(C)ccc23)sc2c1CCC2	0%	6%	1%	nt	i	nt	nt	nt	nt
CC(=O)Nc1ccc(N(C(=O)Cc2c[nH]c3ccccc23)C(C(=O)NC2CCCCC2)c2ccco2)cc1 (stereo not given)	-8%	-24%	8%	?	i	-8%	1%	-10%	3%
CCc1cc(=O)n2[nH]c(C)c(-c3ccccc3OC)c2n1	-6%	-11%	-12%	-16	i	1%	-4%	-1%	-2%
COc1cccc(CNC(=O)CCNC(=O)c2ccc(Br)o2)c1	5%	-5%	9%	3	i	11%	10%	20%	-1%
CCCSc1nnc(NC(=O)Cc2ccc(OC)c(OC)c2)s1	-16%	-3%	0%	45	i	1%	-5%	1%	3%
O=C(O)c1ccc(CS(=O)c2cccc(C(F)(F)F)c2)o1 (stereo not given)	9%	1%	0%	13	i	5%	1%	3%	-21%
COc1ccc(NC(=S)Nc2cccc3cnccc23)cc1	-3%	22%	7%	13	?	4%	-4%	1%	13%
COc1ccccc1N1CCN(C(=O)Nc2ccc(F)c(Cl)c2)CC1	-15%	-3%	5%	0	i	5%	0%	3%	-9%
CC(C)c1cc(C(C)C)c(S(=O)(=O)NC(c2ccccn2)C23CC2C3)c(C(C)C)c1 (stereo not given)	nt	?	-29%	22	?	?	nt	?	nt
Cc1ccsc1CN(C)C(=O)c1cc(S(=O)(=O)N2CCOCC2)ccc1N1CCCC1	9%	-8%	2%	5	?	1%	-9%	0%	0%
CC[C@]12c3[nH]c4ccc(OC)cc4c3CCN1C(=O)C(CC(=O)NCCN1CCOCC1)C[C@@H]2C(=O)N1CCN(C(=O)C2CC2)CC1 (stereo not given in full)	-20%	0%	-2%	11	i	-2%	12%	2%	1%
S=C(Nc1ccccc1Cl)NC1CCC(NC(=S)Nc2ccccc2Cl)CC1 (stereo not given)	2%	0%	-25%	2	i	4%	1%	9%	0%
